Assay outcomes: PubChem, several laboratories
EBV LMP1 NFkB = inhibitors of Epstein-Barr LMP1-induced NF-kappaB reporter; AID 504558; inhibition, % at 12.5 µM; LMP1-induced NF-kappaB luciferase reporter cells, luminescence; actives 0.69% (n = 350,000); in the data active = inhibition above about 41%;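 also: 0% = neutral control wells and 100% = reference inhibitor control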
Vif imaging = inhibitors of HIV Vif; inhibition, % at 7.49 µM; actives 0.35% (n = 340,000); HEK293T cells, Vif self-association by quenched fluorescence, imaging, 24 h; in the data active = inhibition above about 50%, passing the limit was not always enough; also: some results filed as inactive read as strong as hits
TLR9-MyD88 inh = blocks human TLR9 binding to MyD88; inhibition, % at 4.98 µM; actives 0.21% (n = 340,000); Q9NR96+Q99836; CHO BLA complementation TLR9-MyD88, CCF4 FRET ratio;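 active = inhibition above the mean over all tested compounds plus 3 SD, cut at about 21% in these data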;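 also: 0% = DMSO only wells and 100% = clavulanate BLA inhibitor control wells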
NCOA1 inh = inhibits human SRC1 coactivator. inhibition, % at 3.6 µM. Q15788. actives 0.12% (n = 360,000). HEK293 GAL4-SRC1 luciferase reporter, luminescence;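 active = inhibition above the campaign mean plus 3 SD, with each screening campaign given its own cutoff, cut at about 60% in these data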;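 also: 0% = DMSO treated cells and 100% = gossypol at 36 µM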
COUP-TFII inh = inhibitors of human COUP-TFII (NR2F2); P24468; HEK293T NGFI-A luciferase reporter, luminescence; inhibition, % at 8.6 µM; actives 0.7% (n = 370,000);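 active = inhibition above a per-plate cutoff, mean inhibition of test wells between control levels plus 3 SD, cut at about 38% in these data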;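 also: cells cotransfected with COUP-TFII expression vector driving the NGFI-A reporter; 0% = median of COUP-TF2 test wells and 100% = reporter-only cells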
TRAIL sens C8 = caspase-8 TRAIL sensitization; actives 1% (n = 360,000); NB7+C8 cells + TRAIL, ATPlite viability luminescence; inhibition (viability loss, TRAIL sensitization), % at 10 µM;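 active = compounds causing at least 50% loss of cell viability in the single-dose screen, relative to plate controls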
TROY signal inh = blocks TROY-dependent signaling in reporter cells | Q293 LMP1-TROYcd NF-kB luciferase reporter, 4 h | inhibition, % at 10 µM | actives 0.98% (n = 360,000);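 active = compounds whose plate-normalised and pattern-corrected inhibition of the luciferase reporter signal at the single screening dose is 50% or more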
SRC2 inh = human SRC2 (NCOA2) inhibition; Q15596; HEK293 GAL4-SRC2 luciferase reporter, luminescence; inhibition, % at 9 µM; actives 0.17% (n = 370,000); AID 651957;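 active = inhibition above the mean inhibition of all tested compounds plus 3 SD, set per campaign, cut at about 52% in these data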;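 also: 0% = DMSO treated cells and 100% = cells given Gossypol at 36 µM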
Target sequence (Q15596 whole entry, looked up, the tested form may be a part): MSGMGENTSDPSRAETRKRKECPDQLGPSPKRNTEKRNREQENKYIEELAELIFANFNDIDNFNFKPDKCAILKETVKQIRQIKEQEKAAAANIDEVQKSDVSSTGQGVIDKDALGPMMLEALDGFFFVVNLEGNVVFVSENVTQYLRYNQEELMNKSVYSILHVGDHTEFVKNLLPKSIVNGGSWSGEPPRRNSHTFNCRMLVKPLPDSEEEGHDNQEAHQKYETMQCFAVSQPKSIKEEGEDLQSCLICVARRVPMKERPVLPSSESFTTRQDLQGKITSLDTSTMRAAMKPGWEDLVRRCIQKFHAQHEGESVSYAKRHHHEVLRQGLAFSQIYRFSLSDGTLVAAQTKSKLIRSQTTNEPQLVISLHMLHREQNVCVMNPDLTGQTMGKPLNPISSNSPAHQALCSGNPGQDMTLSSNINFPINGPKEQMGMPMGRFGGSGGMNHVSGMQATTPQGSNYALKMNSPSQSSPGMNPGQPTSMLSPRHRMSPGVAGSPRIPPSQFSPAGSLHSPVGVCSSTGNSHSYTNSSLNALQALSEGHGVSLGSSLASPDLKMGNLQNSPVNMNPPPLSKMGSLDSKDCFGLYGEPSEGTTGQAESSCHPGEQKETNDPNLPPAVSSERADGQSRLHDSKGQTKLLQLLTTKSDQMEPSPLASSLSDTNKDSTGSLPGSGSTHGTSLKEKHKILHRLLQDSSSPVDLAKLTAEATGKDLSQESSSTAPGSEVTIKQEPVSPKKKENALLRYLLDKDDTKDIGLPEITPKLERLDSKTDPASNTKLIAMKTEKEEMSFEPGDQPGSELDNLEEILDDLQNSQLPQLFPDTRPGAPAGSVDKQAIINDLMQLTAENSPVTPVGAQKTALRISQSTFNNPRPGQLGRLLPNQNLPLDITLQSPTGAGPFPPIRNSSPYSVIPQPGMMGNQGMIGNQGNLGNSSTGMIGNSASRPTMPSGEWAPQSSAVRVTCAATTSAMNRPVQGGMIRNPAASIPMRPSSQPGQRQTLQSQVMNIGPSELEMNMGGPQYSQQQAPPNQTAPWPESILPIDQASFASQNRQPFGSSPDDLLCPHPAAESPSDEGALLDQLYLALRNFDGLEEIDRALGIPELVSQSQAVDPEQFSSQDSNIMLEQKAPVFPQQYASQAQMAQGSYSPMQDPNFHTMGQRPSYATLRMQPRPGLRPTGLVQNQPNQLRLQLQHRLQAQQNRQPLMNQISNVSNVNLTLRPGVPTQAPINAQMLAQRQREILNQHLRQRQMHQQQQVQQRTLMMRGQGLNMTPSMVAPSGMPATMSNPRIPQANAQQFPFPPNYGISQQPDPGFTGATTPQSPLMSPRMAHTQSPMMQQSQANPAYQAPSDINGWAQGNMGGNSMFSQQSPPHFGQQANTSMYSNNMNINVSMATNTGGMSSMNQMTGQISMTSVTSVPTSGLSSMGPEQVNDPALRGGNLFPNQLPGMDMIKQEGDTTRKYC
LRH-1 inv ag = NR5A2 inverse agonism in reporter assay; O00482; HEK293T StAR-luciferase reporter, LRH-1 transfected, 24 h; inhibition, % at 3.6 µM; actives 0.13% (n = 360,000); AID 602396;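 active = inhibition above the mean inhibition of all tested compounds plus 3 SD, cut at about 73% in these data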;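 also: 0% = DMSO wells and 100% = reporter-only cells lacking LRH-1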
NCOA3 inh = inhibits human SRC3 coactivator | actives 0.17% (n = 360,000) | inhibition, % at 3.6 µM | Q9Y6Q9 | HEK293 GAL4-SRC3 luciferase reporter, luminescence | AID 588352;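 active = inhibition above a per-campaign cutoff, the mean of all compounds plus 3 SD, cut at about 60% in these data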;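 also: 0% = DMSO-treated cells and 100% = gossypol-treated cells at 36 µM; higher means less SRC3-driven luciferase light from the GAL4 reporter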
NOD2-RIPK2 inh = inhibitors of human NOD2-RIPK2 interaction. O43353. AID 624267. actives 0.38% (n = 360,000). inhibition, % at 4.98 µM. CHO BLA complementation NOD2-RIPK2, CCF4 ratio; in the data active = inhibition above about 21%;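 also: 0% = vehicle only and 100% = reference blocker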
* marks the source's active call; other numbers are inactive results; . = not tested or not shown. A portion of the library; the hit share may differ from the screen's.

SMILES	EBV LMP1 NFkB	Vif imaging	TLR9-MyD88 inh	NCOA1 inh	COUP-TFII inh	TRAIL sens C8	TROY signal inh	SRC2 inh	LRH-1 inv ag	NCOA3 inh	NOD2-RIPK2 inh
COC(=O)c1ccc(N2C(c3cc(OC)cc(OC)c3)=Cc3ccc(-c4ccc(C(N)=O)cc4)cc3C2CC(=O)C2CC2)cc1 (stereo unspecified)	.	.	.	.	8	-10	-9	-7	-7	.	34*
CCN1CCN(C(=O)CCN2C(=O)c3ccccc3C2=O)CC1	0	40	9	-6	-4	-3	14	-31	10	5	3
COc1cc(S(=O)(=O)N2CCN(C)CC2)c(OC)cc1Br	4	-7	-4	2	-3	-7	-8	-1	8	14	-6
CCCCn1nnnc1-c1nc2ccccc2[nH]c1=O	.	.	.	.	7	43	-10	9	-15	.	-11
FC(F)(F)c1cccc(N2CCN(Cc3cccnc3)CC2)c1	-4	-9	-19	-5	6	-10	-10	12	3	-14	-6
CCCCOCCCNC(=O)/C=C/c1ccccc1Cl	-4	.	5	-10	-4	1	-26	2	8	-13	-11
CCC1CCC(N2CCN(c3ccc(F)cc3)CC2)CC1 (stereo unspecified)	2	4	4	-13	12	3	-5	-13	7	1	1
Cc1cc(=O)[nH]c(SCc2cc(Cl)ccc2OC(F)F)n1	-3	-4	5	5	4	5	-5	-28	9	23	-2
COC(=O)[C@]12CCCCC=C1N(Cc1ccccc1)C(=O)[C@H](CC(=O)NCc1ccccc1)C2	.	.	.	.	3	-4	-31	-9	14	.	2
COc1ccccc1NS(=O)(=O)c1ccc(C(=O)N2CC(C)OC(C)C2)cc1 (stereo unspecified)	-5	3	1	0	12	-6	4	19	5	-6	4
COc1cccc(N=CC2=C(O)CCCC2=O)c1	-3	8	4	-10	-6	4	-16	-6	8	10	7
O=CN1CC(=O)N(c2ccccc2)c2c([nH]c3ccccc23)C1	1	0	-11	2	16	6	-21	-8	7	6	-9
Oc1ccc(C2C=C(c3ccc(F)cc3)Nc3ncnn32)cc1 (stereo unspecified)	6	1	40*	66*	0	2	26	20	0	11	50*
CC1(C)C(=O)Nc2ccccc2N1C(=O)CN1C(=O)NC(CCc2ccccc2)C1=O (stereo unspecified)	7	3	4	-11	13	-6	-2	17	2	17	5
COc1ccccc1C(=O)NC(=O)COC(=O)C1(C)CC1(Cl)Cl (stereo unspecified)	-5	2	1	-56	9	6	-44	-18	3	6	-7

Quoted at random: 4 entries already listed.
SMILES	EBV LMP1 NFkB	Vif imaging	TLR9-MyD88 inh	NCOA1 inh	COUP-TFII inh	TRAIL sens C8	TROY signal inh	SRC2 inh	LRH-1 inv ag	NCOA3 inh	NOD2-RIPK2 inh
CCCCOCCCNC(=O)/C=C/c1ccccc1Cl	-4	.	5	-10	-4	1	-26	2	8	-13	-11
CCCCn1nnnc1-c1nc2ccccc2[nH]c1=O	.	.	.	.	7	43	-10	9	-15	.	-11
CCN1CCN(C(=O)CCN2C(=O)c3ccccc3C2=O)CC1	0	40	9	-6	-4	-3	14	-31	10	5	3
COc1ccccc1C(=O)NC(=O)COC(=O)C1(C)CC1(Cl)Cl (stereo unspecified)	-5	2	1	-56	9	6	-44	-18	3	6	-7

(list continues)
SMILES	EBV LMP1 NFkB	Vif imaging	TLR9-MyD88 inh	NCOA1 inh	COUP-TFII inh	TRAIL sens C8	TROY signal inh	SRC2 inh	LRH-1 inv ag	NCOA3 inh	NOD2-RIPK2 inh
O=S(=O)(c1ccc(Cl)cc1)N1CCC(c2nc3ccccc3[nH]2)CC1	12	-10	-4	13	17	49	0	17	10	5	-2
COC(=O)C1=NN(c2ccc(Cl)cc2)C2C(=O)N(c3ccccc3OC)C(=O)C12 (stereo unspecified)	-1	.	10	-13	2	-8	23	-1	13	2	1
Cn1ccc2c(-c3cccc4ccccc34)cc3c(c21)C1CCC3C1 (stereo unspecified)	.	.	.	15	10	0	77*	-13	-13	22	-13
CCOC(=O)c1ccc(NC(=O)c2cc(OC)c(OC)c(OC)c2Br)cc1	3	-4	-8	-1	-13	-7	4	-6	1	-2	-2
CC(C)CN(C(=O)COc1ccccc1C(=O)NCc1ccccc1)C1CCS(=O)(=O)C1 (stereo unspecified)	0	-6	4	-7	-16	1	-1	-30	17	9	-8
C=CCNC(=O)NC(=S)c1ccccc1	-9	9	1	-20	-20	5	-27	-31	0	-9	-3
COc1cc(O)c(C(CCN2CCCC(C)C2)c2ccc(N(C)C)cc2)c(OC)c1 (stereo unspecified)	0	-12	-11	5	1	-4	-7	25	-3	3	-5
O=C(CN(CCc1ccccc1)S(=O)(=O)c1ccc(Cl)cc1)N/N=C/c1ccc2c(c1)OCO2	2	7	7	-18	-8	15	-13	8	-14	22	4
Cc1cc(C)cc(N(CC(=O)NC2CCCC2)C(=O)c2csnn2)c1	-5	14	2	-48	8	12	4	-11	2	-9	-6
O=C(CSc1nc2ccccc2[nH]1)N=Nc1c(O)[nH]c2ccccc12	-23	-4	-3	-9	-4	-8	-52	-31	-16	13	-8
Cc1nc(SC2CC(=O)N(c3ccccc3)C2=O)nc2c1CCCC2 (stereo unspecified)	11	.	-7	3	-4	-4	5	-12	3	-1	-2
COc1cccc(N=Cc2nc(-c3ccccc3)oc2OC(C)=O)c1	2	-4	0	-6	-13	-3	7	-21	11	6	1
CC(=O)N1CCc2cc(S(=O)(=O)NC(CC(C)C)C(=O)Nc3cc(C(=O)O)ccc3C)ccc21 (stereo unspecified)	-2	.	-12	-13	8	-4	0	23	-6	16	11
Cc1nc(C)c(-c2ccc(SCC(=O)Nc3ccc(F)cc3F)nn2)s1	13	-14	2	-3	1	-7	0	9	31	7	3
COc1cc(/C=C2\SC(N)=NC2=O)ccc1O	-13	35	-2	22	23	34	39	12	-7	15	-4
Cc1ccccc1NC(=O)COC(=O)c1ccc(S(C)(=O)=O)c([N+](=O)[O-])c1	6	1	13	-16	-3	-7	1	9	11	3	7
COc1c(F)c(F)c(C(=O)O)c(Nc2cc(C)cc(C)c2)c1F	-1	-5	4	6	16	-4	1	-8	9	-2	3
S=C(NC1CCCCC1)N1CCN(c2ncccn2)CC1	-1	-2	-2	-6	18	0	-9	1	4	0	-7
COc1ccc(CSc2nnnn2-c2ccccc2)cc1	7	.	2	3	6	-17	7	2	0	1	5
C=CCn1c(CSc2nc3ccccc3s2)nnc1SCC(=O)NCc1ccco1	3	.	-2	-6	0	-13	0	2	-3	11	-4
O=c1c(-c2ccccc2)nc2ccccc2n1C(CCc1ccccc1)c1nc2ccccc2[nH]1 (stereo unspecified)	.	.	.	.	5	-4	.	-28	28	.	-17
NS(=O)(=O)c1ccc(-c2ccc(C=C3C(=O)c4ccccc4C3=O)o2)cc1	-8	12	-1	-13	-3	-24	11	-5	1	-60	-11
CCc1ccccc1NC(=O)NNC(=O)CCc1ccc(OC)cc1	-4	9	5	-2	-5	8	-5	-22	3	-3	-2
COc1ccc(C(=O)NNC(=O)c2cnccn2)cc1[N+](=O)[O-]	-4	-2	3	11	-3	7	-1	-44	11	14	0
CCOc1ccc(OCCNC(=O)c2cc(C3CC3)nc3c2cnn3C(C)C)cc1	23	-3	6	-9	22	-5	29	12	-9	-1	-6
Cc1sc2nc(SCC(=O)NCc3ccco3)n(-c3ccccc3)c(=O)c2c1C	3	-1	9	-1	15	-2	-5	-9	6	14	-14
COC(=O)c1cc(NC(=O)c2c(Cl)cnn2C)cc(C(=O)OC)c1	-5	-5	0	6	-13	-9	-6	6	3	14	-11
Cc1ccc(-c2noc(CCC(=O)Nc3ccccc3N3CCN(C)CC3)n2)cc1	-9	5	-10	4	15	18	-8	-16	-10	-12	-5
O=C(NC(=S)Nc1nc2c(s1)CCCC2)c1ccc(C(=O)c2ccccc2)cc1	2	-2	-4	12	-1	10	-31	7	-34	-15	-6
COc1ccc(-c2cc(C)no2)cc1S(=O)(=O)N1CCN(c2ccccn2)CC1	-1	-4	-5	-9	-1	-9	5	-3	-13	0	2

Among those listed so far, these contain two or more sulfur atoms.
SMILES	EBV LMP1 NFkB	Vif imaging	TLR9-MyD88 inh	NCOA1 inh	COUP-TFII inh	TRAIL sens C8	TROY signal inh	SRC2 inh	LRH-1 inv ag	NCOA3 inh	NOD2-RIPK2 inh
Cc1nc(C)c(-c2ccc(SCC(=O)Nc3ccc(F)cc3F)nn2)s1	13	-14	2	-3	1	-7	0	9	31	7	3
C=CCn1c(CSc2nc3ccccc3s2)nnc1SCC(=O)NCc1ccco1	3	.	-2	-6	0	-13	0	2	-3	11	-4
Cc1sc2nc(SCC(=O)NCc3ccco3)n(-c3ccccc3)c(=O)c2c1C	3	-1	9	-1	15	-2	-5	-9	6	14	-14
O=C(NC(=S)Nc1nc2c(s1)CCCC2)c1ccc(C(=O)c2ccccc2)cc1	2	-2	-4	12	-1	10	-31	7	-34	-15	-6

Next part.
SMILES	EBV LMP1 NFkB	Vif imaging	TLR9-MyD88 inh	NCOA1 inh	COUP-TFII inh	TRAIL sens C8	TROY signal inh	SRC2 inh	LRH-1 inv ag	NCOA3 inh	NOD2-RIPK2 inh
CC(=O)Nc1ccc(/C=N/NC(=O)c2cc(-c3ccco3)nc3ccccc23)cc1	-5	.	1	-3	-3	4	-3	16	-6	-12	-5
COc1cccc(-n2nnc3c(=O)n(CC(=O)OCc4ccccc4)cnc32)c1	8	.	-6	14	11	-12	-15	-15	-21	-9	-7
COc1ccc(C=CC(C)=NNC(=O)c2ccncc2)cc1	-1	10	-5	-9	-14	3	3	30	-13	-10	2
Brc1ccc(-c2cn3ccccc3n2)s1	13	0	1	-106	-47	50*	-35	-31	-104	-123	-15
Cn1cc(Br)c(C(=O)N2CCCCCC2)n1	-2	5	1	-15	15	-3	22	16	-12	-27	-13
Cc1ccc2sc(NNC(=O)C3COc4ccccc4O3)nc2c1C (stereo unspecified)	0	.	0	7	6	-8	-14	-49	-7	-23	-6
COc1ccnc(Oc2ccc(F)cc2)c1C#N	14	18	.	-11	-7	-17	-14	-14	-23	-2	-5
